CHRM5 antagonist = blocks acetylcholine activation of human M5 receptor | AID 624040 | inhibition, % at 3 µM | actives 0.59% (n = 360,000) | P08912 | CHO-hM5 cells, Fluo-8 calcium fluorescence, ACh EC80;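 active means inhibition above a per-plate cutoff, the mean of that plate's test compounds plus 3 SD, cut at about 27% in these data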;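 further: 0% = acetylcholine EC80 with DMSO and 100% = DMSO without agonist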
Target sequence (P08912 whole entry, looked up): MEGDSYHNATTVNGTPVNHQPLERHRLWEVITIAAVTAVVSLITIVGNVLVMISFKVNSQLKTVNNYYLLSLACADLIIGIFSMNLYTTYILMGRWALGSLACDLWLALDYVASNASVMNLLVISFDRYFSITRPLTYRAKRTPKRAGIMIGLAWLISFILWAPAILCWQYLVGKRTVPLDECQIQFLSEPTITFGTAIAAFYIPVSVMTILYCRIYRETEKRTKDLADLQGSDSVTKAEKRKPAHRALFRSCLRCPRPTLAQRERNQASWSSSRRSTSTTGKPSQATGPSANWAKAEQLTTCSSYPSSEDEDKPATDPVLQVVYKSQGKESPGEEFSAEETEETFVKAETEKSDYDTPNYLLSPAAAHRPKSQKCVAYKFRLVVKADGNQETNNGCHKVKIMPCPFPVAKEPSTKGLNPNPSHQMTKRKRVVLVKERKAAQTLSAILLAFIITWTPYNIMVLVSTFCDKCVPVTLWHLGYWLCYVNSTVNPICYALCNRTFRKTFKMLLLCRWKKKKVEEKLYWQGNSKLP
M5 PAM = positive allosteric modulators of human muscarinic M5 receptor | CHO-K1 hM5, Fluo-8 calcium, ACh EC20 PAM; 0% = ACh EC20, 100% = ACh EC100 | activation, % at 3 µM | actives 0.3% (n = 360,000);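 active means activation above the run cutoff, the mean activation of all test compounds plus 3 SD, cut at about 18% in these data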
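Test system: CHO-K1 hM5 cells / Doses: single-point, 3 µM nominal / Times: Post-acetylcholine fluorescence recording 140 s / Technique: Fluo-8 calcium fluorescence / Measure: Max/basal fluorescence ratio as % of EC20–EC100 ACh window / Benchmarks: low control EC20 acetylcholine (0%), high control EC100 acetylcholine (100%) / Replicates: one well per compound, no replicates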
M4 ag = agonists of human muscarinic M4 receptor (CHRM4). P08173. CHO-K1 hM4/Gqi5, Fluo-8 calcium fluorescence; vehicle 0%, full acetylcholine response 100%. activation, % at 3 µM. actives 0.14% (n = 360,000);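 active means activation above the run mean over all test wells plus 3 SD, cut at about 32% in these data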;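 further: peak over basal fluorescence ratio per well then scaled between controls; 0% = DMSO wells and 100% = acetylcholine at EC100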
M4 PAM = CHRM4 positive allosteric modulation | activation, % at 3 µM | actives 0.4% (n = 360,000) | AID 624126 | CHO-K1 hM4/Gqi5, Fluo-8 calcium fluorescence, ACh EC20; 0% = ACh EC20, 100% = maximal ACh;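 active means activation above its plate's cutoff, the mean activation of sample wells plus 3 SD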; further: some results filed as inactive read as strong as hits
IDE inh = cellular human IDE inhibition | inhibition, % at 5.59 µM | P14735 | actives 0.41% (n = 320,000) | AID 434962 | HEK cells, FAbetaB cleavage, fluorescence polarization;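 active means percent inhibition above the average of all tested compounds plus 3 SD, set per screening campaign, cut at about 16% in these data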;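 further: IDE supplied by intact live HEK cells; FP after avidin binding of uncleaved biotin substrate so inhibition keeps polarization high; 0% = DMSO wells and 100% = 60 µM reference IDE inhibitor Ii1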
CRFBP-R2 block = antagonists of CRF-binding protein/CRF-R2 receptor complex; HEK293 CRF-R2/CRF-BP, CRF-induced calcium fluorescence; inhibition, % at 11.8 µM; actives 0.59% (n = 350,000);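 active means inhibition of the ligand-induced calcium signal above about 50% at the single tested concentration, limit read from the data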
M5 ag = CHRM5 agonism in calcium assay; AID 624037; actives 0.19% (n = 360,000); P08912; activation, % at 3 µM; CHO-K1 hM5 cells, Fluo-8 calcium fluorescence; 0% DMSO wells, 100% maximal acetylcholine response;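 active means activation above the run's mean over test compounds plus 3 SD, cut at about 23% in these data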;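 further: signal is peak over basal fluorescence ratio across the kinetic read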
CRFBP-R2 agonist = agonists of human CRF-binding protein/CRF-R2 receptor complex | HEK293 CRF-R2/CRF-BP, calcium dye fluorescence (FLIPR); percent of saturating CRF peptide response | activation, % at 13.2 µM | actives 0.46% (n = 350,000);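 active means activation of at least 50%, plus an integration ratio under a set limit after plate pattern correction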;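 further: plate controls were neutral control wells without compound for no effect and CRF at EC100 for full effect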
CHRM4 antagonist = antagonists of human muscarinic M4 receptor (CHRM4); P08173; inhibition, % at 3 µM; actives 0.73% (n = 360,000); CHO-hM4 cells, ACh EC80, Fluo-8 calcium fluorescence;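 active means inhibition above its plate's cutoff, the mean inhibition of sample wells plus 3 SD, cut at about 27% in these data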;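 further: 0% = acetylcholine EC80 with DMSO and 100% = DMSO without agonist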
Active calls of the source: *; nt = not tested or not shown.

CHRM5 antagonist	M5 PAM	M4 ag	M4 PAM	IDE inh	CRFBP-R2 block	M5 ag	CRFBP-R2 agonist	CHRM4 antagonist	compound
3	-15	3	-5	0	-32	-8	4.7	-5	CC(C)(C)c1ccc(COC(=O)CN2C(=O)NC3(CCCC3)C2=O)cc1
2	-3	1	12	-3	-15	-1	3.2	-3	CC(=O)N1CCN(c2ccc(NC(=S)NC(=O)c3ccccc3)cc2)CC1
14	-3	1	-1	-7	1	-2	0.1	-3	COCCN1Cc2cccc(C(=O)NCCc3ccccc3)c2C1=O
0	-1	1	5	2	13	-7	-2.1	0	Cc1cc(C(=O)N2CCCC(N3CCN(c4ccc(F)cc4)CC3)C2)c(C)o1 (configuration not stated)
3	-3	1	7	-2	6	-2	0.8	-8	CC(C)c1ccc(O)c(NC(=O)c2cccnc2)c1
12	-4	0	6	0	10	-2	0.0	4	O=C(NNC(=S)NC(=O)c1ccccc1[N+](=O)[O-])c1ccccc1O
3	9	1	2	2	7	-9	-0.6	-4	c1ccc(CN2CCC(N3CCC(N4CCCCCC4)CC3)CC2)cc1
2	-4	0	-9	6	13	0	-0.1	13	O=C(Nc1cccc2ncccc12)c1ccc(F)cc1
14	-3	1	11	7	8	1	-0.8	-1	Cc1ccccc1OCC(=O)OCC(=O)NCCc1ccccc1
-1	4	4	18	0	-8	2	-0.3	3	Nc1c(C(=O)NCCc2ccccc2)nnn1Cc1ccc(Cl)cc1
-6	5	3	-8	7	-2	2	0.6	-3	O=C(NC(=S)N1CCN(C/C=C/c2ccccc2)CC1)c1ccc(F)cc1
-6	-1	4	-1	-2	-3	1	0.4	-1	CSc1cccc(NC(=O)C2CC(=O)N(Cc3ccccc3)C2)c1 (configuration not stated)
-7	2	2	2	8	10	-1	-0.8	3	COc1ccc(NC(=O)C2CCN(S(=O)(=O)c3c(C)noc3/C=C/N(C)C)CC2)cc1
16	0	1	-2	0	5	-2	0.9	1	Nc1ccccc1C(=O)NCc1ccc(F)cc1
8	-6	1	-4	-1	18	3	-0.3	2	Cn1c(CNc2cccc(Cl)c2)nnc1SCC#N
-3	10	0	0	6	0	5	-1.6	0	N#C/C(=C\c1cccnc1)c1ccc([N+](=O)[O-])cc1
-5	-7	6	3	2	-22	2	-2.4	-12	Cc1cccc2cc(CN(Cc3ccc(F)cc3)C(=O)N(C)C)c3nnnn3c12
7	0	-1	-5	2	9	1	-1.6	-6	O=S(=O)(CCSc1ccc(C(F)(F)F)cn1)c1ccc(Cl)cc1
14	-15	15	-27	-4	-25	-1	0.0	-5	CC(C)NCC(=O)C12CC3CC(CC(C3)C1)C2
1	-3	2	14	69*	-45	3	32	5	O=C(O)c1ccccc1N/N=C/c1c(Sc2nnnn2-c2ccccc2)nc2ccccn2c1=O
3	4	1	3	1	6	1	-1.4	2	CC(=O)NCCSc1ccc(S(=O)(=O)N2CCCC2)cn1
-1	13	1	14	nt	0	0	-0.5	4	O=C(COC(=O)c1cc(=O)c2ccccc2o1)Nc1c(F)c(F)c(F)c(F)c1F
3	-3	1	4	0	25	-3	-1.1	9	O=C(C1CCCCC1)N(CCN1CCCC1)c1nc2ccccc2s1
2	-3	0	4	-5	2	1	-1.9	4	O=C(CN1C(=O)C2(OCCO2)c2ccccc21)c1ccc(F)cc1
6	9	1	16	-3	0	-3	-1.2	5	CC(=O)C1=C(C)N(CC2CC2)C(=O)N[C@H]1c1ccccc1
4	0	0	-1	0	-9	-1	-0.1	-12	O=C(O)c1cc([N+](=O)[O-])cc2c1C=Cc1ccccc1O2
-5	5	0	7	-4	-9	-6	-0.7	-25	CCCCn1c(-c2ccoc2C)n[nH]c1=S
5	-6	1	-7	-9	27	-7	-0.7	5	Cn1ccs/c1=N\S(=O)(=O)c1ccc(C(C)(C)C)cc1
-5	11	1	5	-1	-1	0	1.6	8	CCOC(=O)N1CCC(N2Cc3cccc(C(=O)Nc4cccc(F)c4)c3C2=O)CC1
-3	4	1	2	1	19	-1	0.8	2	CC(=O)OCc1cc2cccc(C)c2[nH]c1=O
0	-2	2	2	-6	3	-2	-0.5	17	COc1ccc(CN2CCN(C(=O)c3ccco3)CC2)cc1OCc1ccccc1
-1	-4	0	-5	-3	-16	-5	-1.0	10	Cc1ccc(NC(=O)NC2CCCCC2)cc1Cl
-3	-2	1	3	-2	-1	0	-0.8	-4	COc1c2c(cc3oc(=O)c4c5ccc(O)cc5oc4c13)OC(C)(C)CC2
2	0	1	10	nt	nt	2	nt	-4	c1cc(-c2ccc3c(c2)CCO3)n2cnnc2c1
4	8	1	0	1	4	-2	-0.1	6	O=C(CNC(=O)c1ccc(Br)cc1)NCc1cccnc1
-2	4	1	1	-1	-4	-1	4.3	-1	COc1cccc(CN2C(=O)N(C(C)C)C(N(O)C(=O)NC(C)C)C2(C)C)c1OC (configuration not stated)
4	13	0	7	4	-7	-2	-1.0	1	CN(C)c1ncc([N+](=O)[O-])cc1C(F)(F)F
-1	-5	1	3	-4	11	3	-2.0	1	O=C1CCCN1C(=O)COc1ccc([N+](=O)[O-])cc1
-12	9	1	-1	2	-13	2	0.9	-5	CC(=O)NC1(c2cccc(F)c2)CCN(C(=O)Nc2ccc(C#N)cc2)CC1
8	9	4	2	1	-2	-1	-2.0	6	CCN(CC)S(=O)(=O)c1ccc(Oc2ccccc2)c(N)c1

Profiles from above:
Entry for CC(=O)NCCSc1ccc(S(=O)(=O)N2CCCC2)cn1 = CHRM5 antagonist: 3; M5 PAM: 4; M4 ag: 1; M4 PAM: 3; IDE inh: 1; CRFBP-R2 block: 6; M5 ag: 1; CRFBP-R2 agonist: -1.4; CHRM4 antagonist: 2
Entry for Cn1ccs/c1=N\S(=O)(=O)c1ccc(C(C)(C)C)cc1 = CHRM5 antagonist: 5; M5 PAM: -6; M4 ag: 1; M4 PAM: -7; IDE inh: -9; CRFBP-R2 block: 27; M5 ag: -7; CRFBP-R2 agonist: -0.7; CHRM4 antagonist: 5

(list continues)
CHRM5 antagonist	M5 PAM	M4 ag	M4 PAM	IDE inh	CRFBP-R2 block	M5 ag	CRFBP-R2 agonist	CHRM4 antagonist	compound
4	-3	0	-5	9	-16	1	0.3	1	CN(CC(=O)Nc1cccc(F)c1)C(=O)c1ccc2c(c1)S(=O)(=O)N=C1CCCCCN12
-4	-1	9	-2	-3	30	4	3.7	3	O=C(CCCc1ccccc1)NCCS(=O)(=O)N1CCN(c2ccc(F)cc2)CC1
6	-3	6	0	5	-9	1	0.6	-3	Cn1c(CNc2cccc(Cl)c2)nnc1SCC(=O)OC1CCCCC1
11	-5	2	5	4	-3	-4	0.9	-24	O=C(Nc1cccnc1)C1CC(=O)N(c2ccc(F)cc2)C1 (configuration not stated)
10	-14	10	-8	nt	nt	0	nt	8	COc1cccc(-c2cnc3c(NC=O)cc(-c4cc(OC)c(OC)c(OC)c4)cn23)c1
14	-6	10	0	1	-9	7	-0.5	0	Cc1cc(C)cc(N(CCC#N)C(=O)COC(=O)CCc2c[nH]c3ccccc23)c1
7	5	1	-1	4	-6	-16	-0.9	-1	CN(C)c1cc[n+](CC(=O)c2ccc(Br)cc2)cc1
0	5	-1	12	1	-7	-2	-0.7	-2	CCN(CC)C(=O)CSc1nc2ccccc2c(=O)n1CC
2	-1	3	13	10	-17	3	0.0	2	O=C(CCCN1C(=O)/C(=C/c2ccccc2Cl)SC1=S)NNC(=O)c1ccccc1Cl
12	-14	1	-2	-2	4	-7	-1.7	4	CC(c1ccc2c(c1)OCO2)n1c(=S)[nH]c2ccccc2c1=O (configuration not stated)
-4	2	2	5	-4	23	0	10	9	COC(=O)C1(Cc2ccccc2)NC(c2ccc(F)cc2)C2C(=O)N(C)C(=O)C21 (configuration not stated)
2	-3	3	5	7	12	1	0.2	5	Cc1cc(OCCN2CCOCC2)ccc1Cl
1	8	1	-6	-4	7	-2	-0.9	2	O=S(=O)(Cc1ccccc1)N1CCNCC1
-3	5	0	5	-1	1	0	-0.9	0	Cc1cn(C2CC3OCC3O2)c(=O)[nH]c1=O (configuration not stated)
-1	-2	1	3	6	-9	0	0.9	-7	CN(C)/C=C/C(=O)c1ccc(Oc2ccccc2)cc1
2	-7	1	-2	-4	11	-2	0.1	19	CCCCNC(=O)CCCCCNS(=O)(=O)c1ccc(OC)cc1
-3	6	0	-13	10	9	-8	0.1	-4	c1ccc(-c2c[n+]3c(n2-c2ccccc2)CCC3)cc1
6	0	0	12	5	1	1	0.2	-2	CCOC(=O)c1sc(NC(=O)C2=COCCO2)c(C#N)c1C
65*	-16	29	-17	nt	38	2	6.0	15	CCOC(=O)C1=C(CC)Nc2ccccc2N/C1=N\S(=O)(=O)c1cc(Br)ccc1Br
-2	1	2	-2	6	-25	-2	3.3	1	O=S(=O)(c1ccccc1)N(CC(O)Cn1c2ccccc2c2ccccc21)c1ccccc1 (configuration not stated)
2	2	3	-1	1	2	-8	-1.8	-5	CCOC(=O)c1cc2c(=O)n3ccccc3nc2n(CC(C)C)c1=NC(=O)c1ccco1
8	-6	2	-5	1	5	-2	0.4	2	Cc1cc([N+](=O)[O-])nn1CC(=O)Nc1nc2ccccc2s1
5	-1	14	10	8	-4	0	-1.0	4	O=C(Nc1cc(Cl)ccc1N1CCOCC1)c1ccncc1
-1	-4	3	-4	-1	19	-3	-6.4	0	COc1ccccc1OCc1ccc(C(=O)Nc2ccccc2F)cc1
1	-1	1	-5	1	-5	-4	-1.5	-4	CCOC(=O)CSc1nncc2ccc(OC)c(OC)c12
5	-6	0	-1	0	-17	-5	7.9	-2	N#Cc1ccc(C(c2nnnn2C2CCCC2)N2CCC(Cc3ccccc3)CC2)cc1 (configuration not stated)

Assay outcomes: PubChem, several laboratories
